# Bioassay records as filed in PubChem.
# MRP-1 activ = H69AR viability gain despite doxorubicin, primary screen, MRP-1 activator project, H69AR cells, CellTiter-Glo | viability rescue | viability increase, % at 10 µM | 0.61% of 140,000 active | AID 799, 2007;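 active = viability gain under doxorubicin at or above a set limit, the compound median plus 3 SD, cut at about 4.7% in these data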;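 note: MRP-1 overexpressing cells given doxorubicin 25 µM after compound pretreatment; 18-22 h compound pretreatment then 72 h with doxorubicin before readout; 0% = doxorubicin-only wells and 100% = vehicle-treated cells without doxorubicin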
# HCT116 bCat-KO = primary screen for growth suppressors in beta-catenin knockout HCT116 cells (colon tumor, human); HCT116 beta-catenin knockout viability, CellTiter-Glo, 60 h; active compounds read low; viability, % at 10 µM; 1.5% of 140,000 active;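 active = viability at or under a set limit, the compound median less 4 SD, cut at about 6% in these data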;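 note: 0% = Hyamine 1622 control at 20 µM and 100% = untreated cell control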
# GALR2 blocker = GALR2 antagonists in receptor-expressing cells, primary screen. 0.39% of 140,000 active. antagonist mode. inhibition, % at 4 µM. Galanin receptor type 2 (Homo sapiens), O43603. AID 828, 2007; in the data active = inhibition above about 27%;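 note: cells stimulated with galanin 1-16 at roughly its EC80; 0% = agonist challenge control and 100% = basal control without agonist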
# Target sequence (O43603 whole entry, looked up): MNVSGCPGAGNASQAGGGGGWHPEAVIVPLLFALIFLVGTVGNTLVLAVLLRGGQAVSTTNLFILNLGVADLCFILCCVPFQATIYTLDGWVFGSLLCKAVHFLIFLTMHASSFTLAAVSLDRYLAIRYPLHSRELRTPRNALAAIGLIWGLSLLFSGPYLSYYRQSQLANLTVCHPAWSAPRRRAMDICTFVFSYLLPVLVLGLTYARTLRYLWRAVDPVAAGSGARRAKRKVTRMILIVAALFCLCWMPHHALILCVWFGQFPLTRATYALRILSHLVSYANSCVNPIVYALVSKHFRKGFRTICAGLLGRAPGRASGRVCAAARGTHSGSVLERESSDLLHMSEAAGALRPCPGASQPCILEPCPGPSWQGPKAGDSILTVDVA
# NPY Y2 blocker = NPY-Y2 receptor antagonists, primary screen, cell-based | NPY-Y2 expressing cells, antagonist mode | 0.99% of 140,000 active | Neuropeptide Y receptor type 2 (Homo sapiens), P49146 | inhibition, % at 2.7 µM; in the data active = inhibition above about 17%;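 note: 0% = vehicle with agonist challenge and 100% = reference antagonist with challenge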
# Target sequence (P49146 whole entry, looked up): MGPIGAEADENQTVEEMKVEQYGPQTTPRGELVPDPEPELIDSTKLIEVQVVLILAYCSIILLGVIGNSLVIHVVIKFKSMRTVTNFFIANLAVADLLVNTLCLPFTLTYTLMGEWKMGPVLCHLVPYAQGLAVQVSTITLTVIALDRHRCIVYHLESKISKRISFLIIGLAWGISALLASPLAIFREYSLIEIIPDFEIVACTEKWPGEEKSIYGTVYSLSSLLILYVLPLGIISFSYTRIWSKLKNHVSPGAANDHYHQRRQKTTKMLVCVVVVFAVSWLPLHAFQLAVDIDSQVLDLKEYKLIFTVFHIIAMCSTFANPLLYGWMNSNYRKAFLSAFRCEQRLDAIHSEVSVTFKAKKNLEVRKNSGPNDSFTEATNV
# Measles CPE = compounds protecting cells from measles virus cytopathic effect, primary screen, measles RdRp inhibitor project, single point, MLSMR library, absorbance; Measles virus-infected cells, CPE protection; protection (pct of control), % at 4 µM; 1.5% of 140,000 active; in the data active = protection mostly above about 24%, no sharp cut-off; inactive = mostly below about 26%; note: some compounds called inactive have numbers as strong as hits
# Yeast lifespan up = compounds extending yeast replicative lifespan, primary screen, S. cerevisiae, OD615. S. cerevisiae growth with nicotinamide; deaD strain in restrictive glucose medium. inhibition of the nicotinamide effect, % at 10 µM. 0.68% of 130,000 active. AID 775, 2007;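 active = inhibition above a set limit, placed 3 SD over the median of all compounds, cut at about 26% in these data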;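 note: 0% = nicotinamide-treated wells and 100% = cells grown without nicotinamide; some compounds called inactive have numbers as strong as hits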
#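 Test system: DeaD-strain S. cerevisiae / Buffer or medium: restrictive glucose medium / Also added: nicotinamide 1.5 mM / Doses: one concentration, 10 µM, DMSO 0.25% / Schedule: 48 h at 30 °C / Signal: OD615 measurement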
# BB579 growth dn = growth inhibitors of yeast BB579 in restrictive medium, primary screen, yeast lifespan-shortening project, S. cerevisiae. OD615, 48 h. inhibition, % at 10 µM. 0.51% of 140,000 active;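 active = inhibition above a set limit, 3 SD over the mean compound inhibition, cut at about 44% in these data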; note: inactives centre near -24
#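 Test system: S. cerevisiae DeaD strain BB579 yeast; Medium: restrictive CSMM-D medium; Compound: one dose, 10 µM compound with 0.25% DMSO; Incubation: 4 h cell preincubation, 48 h compound exposure, 30 °C humidified; Signal: OD at 615 nm; Benchmarks: amphotericin B at 10 µg/mL as positive control.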
# PTEN del growth = growth suppression of PTEN-null HCT116, primary screen, cell-based, CellTiter-Glo; viability, % at 10 µM; 1.2% of 140,000 active; HCT116 PTEN-null viability, 60 h; active compounds read low; AID 827, 2007;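 active = viability at or below a set limit, 4 SD under the median of all tested compounds, cut at about 3.7% in these data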;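 note: PTEN knockout HCT116 line with beta catenin targeted HCT116 as companion control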
# E-sel TNF inh = E-selectin induction blockers in HUVEC – imaging, immunofluorescence, high content, primary screen; HUVEC TNFa-induced E-selectin immunofluorescence; inhibition, % at 2 µM; 0.71% of 120,000 active; AID 1246, 2008;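 active = inhibition above the batch mean plus 3 SD, and confirmed as a hit on visual image review, cut at about 43% in these data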;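 note: 0% = TNF-stimulated DMSO wells and 100% = unstimulated control wells; not every result past the cut was called active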
# Phagocyt inh = inhibitors of macrophage phagocytosis, primary screen, imaging, J774A.1 cells, IgG beads | inhibition, % at 5 µM | 0.07% of 110,000 active | J774A.1 macrophage IgG-bead phagocytosis;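 active = inhibition above the mean of the plate negative controls plus 5 SD, cut at about 13% in these data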;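 note: phagocytic index as fraction of beads internalized from green versus red external bead signal; plate controls were DMSO negative control for no effect and cytochalasin-D positive control for full effect; some results beyond the cut were filed as inactive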
# An asterisk follows results filed as active; / = no result given; & = joins results of further samples.
# Preview:
SMILES,MRP-1 activ,HCT116 bCat-KO,GALR2 blocker,NPY Y2 blocker,Measles CPE,Yeast lifespan up,BB579 growth dn,PTEN del growth,E-sel TNF inh,Phagocyt inh
O=c1oc2ccccc2n1CCc1ccccc1,-0.9,99.4,6.2,3.6,14.2,-18.1,-29.1,91.2,-0.8,-0.3
CC1CN=C(N(C(=O)Nc2ccccc2)c2ccc(S(=O)(=O)N3CCOCC3)cc2)S1 (stereo not given),-0.3,85.8,-1.0,1.9,7.0,-9.3,-16.5,89.2,-3.8,1.1
Cc1ccc(Nc2ncnc3sc(C)c(C)c23)cc1,-1.5,82.7,-2.5,3.2,12.2,/,-6.8,64.0,12.9,/
CCOC(=O)N1CCN(CCC(=O)c2ccc(Cl)cc2)CC1,-2.7,88.5,-2.6,3.5,6.7,1.3,-4.0,76.2,-2.6,-0.2
Cc1ccc(S(=O)(=O)N2CCOCC2)c(C)c1-n1cnnn1,-0.5,84.4,2.4,0.5,5.2,-14.7,-48.1,76.9,0.2,0.6
Nc1nc(CSC(=S)N2CCOCC2)nc(Nc2ccc(F)cc2)n1,-2.0,69.7,-23.5,2.3,1.8,-5.6,6.5,68.0,/,-13.3
CCOC(=O)c1ccc2c(c1)NC(=O)C(N1CCN(c3ccc(OC)cc3)CC1)S2 (stereo not given),-4.8,77.7,1.7,2.3,13.2,-10.5,-19.5,66.5,-20.5,0.1
NS(=O)(=O)c1ccc(CNC(=O)/C=C/c2ccc(Cl)c(Cl)c2)cc1,3.0,86.6,7.0,2.0,7.9,-4.6,-20.8,79.0,/,-2.7
CCc1ccc(N2CC34C=CC(O3)C(C(=O)OC(C)C)C4C2=O)cc1 (stereo not given),-2.0,88.5,4.2,0.2,16.7,-2.5,-19.4,100.5,/,/
OCCNc1nc(N2CCN(Cc3ccccc3)CC2)nc2ccccc12,-1.5,59.2,-6.4,6.4,3.9,0.0,-73.2,65.2,11.7,0.1
CN(Cc1ccccc1)S(=O)(=O)c1ccc(Cl)c(C(=O)NCc2ccc3c(c2)OCO3)c1,-1.9,87.2,5.7,3.5,5.1,6.4,-21.9,82.0,/,-3.4

# This part in full, previewed entries included:
SMILES,MRP-1 activ,HCT116 bCat-KO,GALR2 blocker,NPY Y2 blocker,Measles CPE,Yeast lifespan up,BB579 growth dn,PTEN del growth,E-sel TNF inh,Phagocyt inh
O=c1oc2ccccc2n1CCc1ccccc1,-0.9,99.4,6.2,3.6,14.2,-18.1,-29.1,91.2,-0.8,-0.3
CC1CN=C(N(C(=O)Nc2ccccc2)c2ccc(S(=O)(=O)N3CCOCC3)cc2)S1 (stereo not given),-0.3,85.8,-1.0,1.9,7.0,-9.3,-16.5,89.2,-3.8,1.1
Cc1ccc(Nc2ncnc3sc(C)c(C)c23)cc1,-1.5,82.7,-2.5,3.2,12.2,/,-6.8,64.0,12.9,/
CCOC(=O)N1CCN(CCC(=O)c2ccc(Cl)cc2)CC1,-2.7,88.5,-2.6,3.5,6.7,1.3,-4.0,76.2,-2.6,-0.2
Cc1ccc(S(=O)(=O)N2CCOCC2)c(C)c1-n1cnnn1,-0.5,84.4,2.4,0.5,5.2,-14.7,-48.1,76.9,0.2,0.6
Nc1nc(CSC(=S)N2CCOCC2)nc(Nc2ccc(F)cc2)n1,-2.0,69.7,-23.5,2.3,1.8,-5.6,6.5,68.0,/,-13.3
CCOC(=O)c1ccc2c(c1)NC(=O)C(N1CCN(c3ccc(OC)cc3)CC1)S2 (stereo not given),-4.8,77.7,1.7,2.3,13.2,-10.5,-19.5,66.5,-20.5,0.1
NS(=O)(=O)c1ccc(CNC(=O)/C=C/c2ccc(Cl)c(Cl)c2)cc1,3.0,86.6,7.0,2.0,7.9,-4.6,-20.8,79.0,/,-2.7
CCc1ccc(N2CC34C=CC(O3)C(C(=O)OC(C)C)C4C2=O)cc1 (stereo not given),-2.0,88.5,4.2,0.2,16.7,-2.5,-19.4,100.5,/,/
OCCNc1nc(N2CCN(Cc3ccccc3)CC2)nc2ccccc12,-1.5,59.2,-6.4,6.4,3.9,0.0,-73.2,65.2,11.7,0.1
CN(Cc1ccccc1)S(=O)(=O)c1ccc(Cl)c(C(=O)NCc2ccc3c(c2)OCO3)c1,-1.9,87.2,5.7,3.5,5.1,6.4,-21.9,82.0,/,-3.4
O=C1Nc2ccccc2/C1=N\c1sc2c(c1C(=O)Nc1ccccc1)CCCC2,-6.8,83.9,28.7*,-0.2,28.3,/,-20.8,85.6,1.1,/
Cc1cccc(OC(=O)c2ccc3nccnc3c2)c1,1.4,104.2,8.5,1.1,3.2,-21.5,-15.1,98.7&117.3,-30.8,-0.2
COc1ccc(NC(=S)NNC(=O)Cn2nc(C(F)F)cc2C(F)F)cc1,-1.4,97.5,3.3,0.0,34.4,1.1,-6.8,99.8,/,-4.3
O=C(c1cn(-c2ccccc2)nc1-c1cccs1)N1CCN(c2ccccc2)CC1,-4.9,30.0,2.1,4.3,2.9,-2.0,-43.0,25.8,0.4,-0.7
COc1cccc(OC)c1C(=O)Nc1cc(C)on1,-0.5,101.1,-2.6,2.5,33.1,-0.4,-42.6,94.3,10.5,/
OC1(Cc2ccn[nH]2)CCCCC1,-0.5,87.6,-9.0,0.2,5.8,-4.2,-66.6,101.2,-3.5,-0.8
CN(C)C=Nc1ncc2c([nH]c3ccccc32)c1C#N,-5.7,93.7,3.1,-0.8,3.6,-22.1,-4.3,78.1,-0.7,-1.7
Oc1ccc(/C=N/n2c3ccccc3c3ccccc32)cc1,-3.3,80.0,-0.2,-4.2,0.4,-16.4,-33.7,74.2,-29.3,0.6
O=c1c(Cl)c(N2CCN(S(=O)(=O)c3ccccc3)CC2)cnn1-c1ccccc1,-2.3,82.3,14.0,0.5,11.0,3.8,-36.0,90.0,/,-4.8
COc1ccc(NS(=O)(=O)c2cccc(-c3nnc4n3CCCCC4)c2)cc1,-3.2,74.4,16.3,2.1,3.9,-8.8,-14.7,86.9,7.0,-1.1
O=C(NCc1ccc(F)cc1)c1ccc(CS(=O)(=O)Cc2ccc(F)cc2)o1,0.6,93.3,3.9,0.5,4.5,0.0,-14.7,75.8,/,-0.2
CCOc1cc(N2CCOCC2)c(OCC)cc1NC(=O)CCC1CCCC1,0.2,85.8,7.8,-3.8,1.0,-10.7,-11.7,86.2,-6.3,0.6
CCOc1ccc(-c2nc(-c3cccnc3)no2)cc1,1.4,77.4,-0.2,2.9,34.4*,/,-27.5,90.8,-29.9,/
CC1CCCC(C)N1CC(O)COCC1COc2ccccc2O1 (stereo not given),-1.8,85.3,-3.1,8.2,4.1,-2.9,-33.4,93.1,-71.1,-0.2
COC(=O)C1=C(C)N(CCc2ccc(OC)c(OC)c2)C(=O)/C1=C\N(C)C,2.1,103.7,-4.8,0.6,6.9,-9.0,-43.8,114.7,/,0.3
CCOc1ccccc1N(CC(=O)Nc1ccccc1C(=O)OC)S(C)(=O)=O,-0.3,85.8,2.5,0.3,14.0,-2.4,-25.8,93.0,-14.9,8.3
COc1ccc(S(=O)(=O)N(C)CC(=O)Nc2ccccc2C(F)(F)F)cc1,-0.5,93.5,9.2,-1.7,6.5,-2.7,-50.0,101.7,21.7,1.8
CC(C)CC(=O)c1c[nH]c(C(=O)NCCCn2ccnc2)c1,-1.7,84.2,1.6,-1.7,12.7,-4.3,-8.6,94.7,/,-0.2
CC(=O)N=C(N)Sc1nc2ccccc2[nH]1,-3.7,92.7,6.8,1.4,2.5,-7.3,-21.2,99.3,10.4,/
c1ccc(-c2nnc3ccc(N4CCC5(CC4)OCCO5)nn23)cc1,-3.9,89.9,-8.2,-0.6,5.3,-10.9,-32.2,89.5,/,1.2
Cn1c(CN2CCCCC2)nc2cc(NC(=O)c3ccc(F)cc3)ccc21,-1.6,42.3,10.7,0.3,13.6,-7.6,-33.2,59.8,3.4,-0.9
CCOC(=O)c1ccc(Nc2nc(C)cc(=O)[nH]2)cc1,-0.1,85.7,-0.6,1.4,6.1,-14.1,-0.8,85.5,2.3,-0.4
CCOC(=O)N1CCC(NC(=O)CCC(=O)c2ccccc2)CC1,-1.0,96.1,12.4,1.6,9.2,-1.5,0.0,104.4,-34.0,-1.2
CCc1nn(-c2cc(Cl)ccc2OC)c2c1C(=O)CCC2,-4.6,66.8,-3.4,-1.3,12.7,-8.3,8.2,66.8,/,1.2
CCNC(=O)/C(=C\c1ccccc1)NC(=O)/C=C/c1ccccc1,-0.8,96.0,7.6,1.5,2.8,1.7,-7.1,92.7,12.2,6.8
CN(C)CCNc1oc(COc2ccc(Cl)cc2Cl)nc1C#N,-2.2,87.4,8.1,-1.0,5.2,-21.0,-2.4,99.0,5.8,-0.7
C=CCn1c(=O)c(C(=O)NCCc2ccccc2)c(O)c2ccccc21,1.5,82.9,8.6,7.9,8.7,29.3*,-79.3,78.3,3.3,-1.0
CCOC(=O)C1=C(N)OC2=C(C(=O)CCC2)C1c1cccnc1 (stereo not given),-1.6,91.8,10.1,4.0,8.4,16.0,-43.7,107.6,-8.6,0.4
CCCN(c1ccc(C(C)C)cc1)S(=O)(=O)c1c(C)noc1C,-0.6,56.5,0.3,28.0*,29.9,3.6,-39.9,64.6,-3.6,-0.8
CC(=O)Nc1ccc(Oc2cc(C#N)c(C#N)cc2N2CCOCC2)cc1,-0.8,89.8,-16.3,1.9,10.3,-11.5,-19.6,103.3,18.0,/
Cc1cccc(NS(=O)(=O)c2ccc3c(c2)Cc2cc(S(=O)(=O)Nc4cccc(C)c4C)ccc2-3)c1C,-4.7,29.6,-1.2,1.0,32.7,2.0,-26.3,6.1,/,-1.5
CCc1ccc(NC(=O)COc2ccc(/C=C(/C#N)c3nc4ccccc4[nH]3)cc2OC)cc1,-5.5,89.8,-6.1,-3.4,0.3,-7.2,-28.7,81.0,/,4.4
CCOC(=O)c1c(NC(=O)CSc2nncs2)sc(C)c1-c1ccccc1,-2.1,66.2,0.9,4.5,4.1,1.9,-51.1,64.6,-33.0,-2.3
CCC(=C(c1ccc(OC)cc1)c1ccc(OC)cc1)c1cn(CC(O)CN2CCN(C)CC2)c2ccccc12 (stereo not given),-2.6,2.1*,0.3,-1.8,19.2,-17.8,94.9*,1.7*,8.3,-1.2

# Random draw from the library, and some 6.1% of all compounds hit somewhere here.
